Insulin prom up = insulin promoter activators in MIN6 cells, imaging, high-content screening, mouse beta cells. 0.3% of 190,000 active. MIN6 insulin promoter-GFP reporter; stronger effect = higher value. z-score at 5 µM;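 active means z-score above 3 at 5 µM with at least 500 cells counted in the well; inconclusive means wells under 500 cells, flagged as cytotoxic or low count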
Autophagy HCS = autophagy modulators in MEF cells, primary screen, imaging, high-content, MEF GFP-LC3; MEF GFP-LC3 puncta imaging; test concentration mostly 10 µM; 0.98% of 190,000 active; AID 463193, 2010; calls only at 10 µM (by protocol);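 active means percentage of spot-positive cells more than 3 SD above its plate mean, without a fluorescence outlier flag or 80% toxicity; inconclusive means no clear call, values can overlap the other calls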;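 further: spot-positive cell cutoff set from DMSO-treated cells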
Yfh1-off respiration = enhancers of respiration in Yfh1-depleted yeast, dose response, Friedreich's ataxia, plus single-dose screen (AID 1465); S. cerevisiae Yfh1-off respiration, WST-1 reduction, 72 h; higher fold induction means a stronger effect; fold induction at 50 µM, or EC50 in µM where a hit was titrated; 0.074% of 220,000 active;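 active means fold induction of absorbance versus untreated yeast above a set limit, then at least 30% activation at any dose in follow-up; inconclusive means repeats straddling the limit, or above it without dose testing; inactive means fold induction below the set limit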;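 further: activators that raise dye reduction in frataxin-depleted yeast; strong numbers were not always called active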
bCat nuc transl = modulators of beta-catenin nuclear translocation, primary screen, imaging, HeLa cells, immunofluorescence, high-content. AID 1665, 2009. nuclear translocation activity, % at 5 µM. 0.3% of 190,000 active;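 active means nuclear translocation activity above 50% at 5 µM, with a well cell count of 50 or more; inconclusive means wells under 50 cells across six images, flagged as toxic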;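 further: per-cell ratio of nuclear to cytoplasmic median beta-catenin stain intensity; plate controls were DMSO negative control for no effect and GSK-3 inhibitor IX positive control for full effect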
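Technique: fluorescence imaging of beta-catenin antibody stain plus DAPI / Material: human HeLa cell line / Incubation: compound treatment 24 h, 37°C, 5% CO2 / Read-out basis: % activation of per-cell nuclear versus cytoplasmic median beta-catenin signal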
WT yeast gro inh = growth inhibition of WT strain, primary screen, mitochondrial fusion inhibitor project, WT and mutant strains, chemical genetic | mitochondrial fusion phenotypic screen | inhibition, % at 10 µM | 2.1% of 190,000 active | AID 1362, 2008; in the data active means inhibition above about 58%; tested in S. cerevisiae
Hep lipid drop = inhibitors of hepatocyte lipid droplet formation, primary screen, imaging, high-throughput imaging, BODIPY stain | AML12 mouse hepatocytes, oleate lipid droplets | inhibition, % at 6.5 µM | 0.4% of 240,000 active;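 active means lipid droplet intensity inhibited by at least 50%, with more than 500 cells counted; inconclusive means wells with under 300 cells, treated as cytotoxic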
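Test system: AML12 hepatocytes (mouse); reagent: oleate loading, 100 µM; dosing: one dose, 6.5 µM compound; incubation: overnight exposure; signal: fluorescence imaging, 20x objective, two fields per well; read-out basis: % inhibition of corrected integrated BODIPY droplet signal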
MT stabilize HCS = microtubule stabilizers in HeLa cells, primary screen, imaging, high-content imaging; 0.83% of 200,000 active; % tubulin-high responders, % at 10 µM; HeLa tubulin immunostaining HCS, 24 h; share of cells brighter than vehicle mean+2SD;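 active means plate Z-score above 3 for both tubulin-high and condensed-nucleus cell shares, with cell loss under 80%, at 10 µM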;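 further: anti alpha tubulin signal scored within the nucleus-defined area of each cell; some results filed as inactive read as strong as hits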
Dynein transport = inhibitors of GR-EGFP nuclear translocation, primary screen, dynein cargo transport inhibitor project, imaging, high-content, 3617.4 mouse cells | test concentration mostly 20 µM; stimulated with dexamethasone, 1 µM; stronger effect = lower value | z-score, hits read low | 0.47% of 220,000 active | AID 1381, 2008;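 active means plate z-score of nuclear minus cytoplasmic receptor signal below a set negative limit, without overly bright fluorescence or cell loss, cut at about -3.5 in these data, passing the limit was not always enough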;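 further: z-score of nuclear minus cytoplasmic ring GR-EGFP intensity difference per well; some compounds called inactive have numbers as strong as hits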
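Medium: Induction medium lacking tetracycline, stripped serum | Probe or stimulus: 1.0 µM final dexamethasone stimulus | Schedule: 48 h induction, then 1 h compound, then 30 min agonist, 37 °C | Signal: Automated 10x imaging of fixed Hoechst-stained cells | Evaluation: Per-cell GR-EGFP intensity, nucleus versus surrounding cytoplasmic ring, well-averaged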
HEK293 NOD2/NF-kB = NOD2 signaling inhibitors, cell-based, luminescence, uHTS, HEK293 (AID 1566). HEK293 NOD2/NF-kB luciferase reporter, luminescence; higher % means a stronger effect. inhibition, % at 4 µM, or EC50 in µM where a hit was titrated. 0.63% of 290,000 active; in the data active means inhibition above about 50%; further: many of its hits are not listed in these tables
WT yeast gro inh mutant strain = recorded beside WT yeast gro inh, whose call it bears; inhibition, %; mitochondrial fusion phenotypic screen, mutant strain inhibition
Dynein transport cytoplasmic EGFP = further read-out of Dynein transport, marked with its call; z-score; measured here: cytoplasmic GR-EGFP intensity; stronger effect = higher value
Dynein transport nuclear GR-EGFP = second read-out of Dynein transport, no call of its own (marks repeat the call); z-score; measured here: nuclear GR-EGFP intensity;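 lower value marks the stronger effect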
Dynein transport cell count = second read-out of Dynein transport, no call of its own (marks repeat the call); z-score; measured here: cell count per field
Insulin prom up cell count = also measured in Insulin prom up; calls as there; cell count; measured here: cytotoxicity, nuclei count;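 total cells summed across four imaged fields per well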
Hep lipid drop cells 6.5 µM = second read-out of Hep lipid drop, no call of its own (marks repeat the call); cell count; measured here: cell count, cytotoxicity flag;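 cells counted across two imaged fields per well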
bCat nuc transl cell count 5 µM = also measured in bCat nuc transl; calls as there; cell count; measured here: cell count, cytotoxicity flag
MT stabilize HCS Hoechst-high % = recorded beside MT stabilize HCS, whose call it bears; % Hoechst-high responders; measured here: nuclear condensation Hoechst responders;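 share of cells brighter than vehicle mean plus two SD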
MT stabilize HCS cytotoxicity % = recorded beside MT stabilize HCS, whose call it bears; toxicity, %; measured here: cytotoxicity by cell density;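 0% = mean cell density of plate MIN control wells and 100% = no cells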
Autophagy HCS cell loss 18 h = second read-out of Autophagy HCS, no call of its own (marks repeat the call); toxicity, %; measured here: cell loss, nuclei count;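 cell loss after 18 h compound exposure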
* = called active by the depositor; i = inactive; ? = inconclusive; · = no result given. A portion of the library; rates above refer to the full screens.

SMILES	Insulin prom up	Insulin prom up cell count	Autophagy HCS	Autophagy HCS cell loss 18 h	Yfh1-off respiration	bCat nuc transl	bCat nuc transl cell count 5 µM	WT yeast gro inh	WT yeast gro inh mutant strain	Hep lipid drop	Hep lipid drop cells 6.5 µM	MT stabilize HCS	MT stabilize HCS Hoechst-high %	MT stabilize HCS cytotoxicity %	Dynein transport	Dynein transport cytoplasmic EGFP	Dynein transport nuclear GR-EGFP	Dynein transport cell count	HEK293 NOD2/NF-kB
Cc1cc(C)nc(SCc2nnc(SCC(=O)O)n2-c2ccccc2)n1	-0.08	1405	i	-12	i	0.4	1493	2	4	4	679	4.8	1.1	7.7	-0.52	-0.0076	-0.085	0.72	11%
O=c1ccc(Oc2nc(N3CCOCC3)nc(N3CCOCC3)n2)n[nH]1	0.62	1604	i	-2	i	-0.3	1287	3	-9	·	·	3.0	1.9	6.4	-0.24	-0.22	-0.3	0.14	17%
Cc1cc(S(=O)(=O)N2CCC(NC(=O)C34CC5CC(CC(C5)C3)C4)CC2)ccc1-n1cnnn1	0.38	1081	i	9	i	0.1	736	4	17	·	·	6.2	2.7	1.3	0.26	-0.12	0.53	-0.66	-3%
O=C(NCc1ccco1)c1cc(-c2ccccc2)on1	-0.57	1192	i	-4	i	-1.1	1105	60*	4.4*	2	790	3.8	3.2	1.8	0.44	-0.12	0.29	-0.31	-57%
COc1ccc(C(=O)/C=C/C(=O)N(CC(=O)NC2CCCCC2)Cc2ccc(F)cc2)c(O)c1	?	·	i	-7	i	3.3	933	54	-6	-52	492	4.3	1.6	11	-4.5*	2.5*	-2.2*	0.017*	-16%
O=C(Nc1ccc2c(c1)OCCO2)c1ccc(Cl)c(S(=O)(=O)N2CCOCC2)c1	-1.1	1158	i	-6	i	0.7	1085	18	12	-1	818	2.8	2.3	3.0	-1.2	-0.19	-0.77	0.72	4%
Cc1cccc(C)c1OCC(=O)N/N=C/c1cccn1C	-0.03	1209	i	3	i	0.4	1169	-3	-11	5	752	2.9	1.4	3.1	0.35	-0.25	0.063	1	10%
CN(C)CC/C=C1/c2ccccc2Sc2c(O)cc(Cl)cc21	·	·	i	-4	i	-0.4	957	5	-6	-4	675	15	3.0	15	0.12	-0.24	0.31	0.51	16%
CCCOc1cccc(C2C(C(=O)c3cccs3)=C(O)C(=O)N2Cc2cccnc2)c1 (stereo not drawn)	-0.33	1454	·	·	i	-2.9	1114	·	·	-17	703	·	·	·	-0.62	-0.27	-0.51	0.45	8%
COc1ccc(N2CC(C)(C)C2=O)cc1	-0.21	1268	i	-4	i	-2.6	1125	3	2	7	754	2.3	1.6	4.0	0.33	-0.06	0.1	-0.36	4%
Cc1cc(C)n(-c2ccc3nncn3n2)n1	-0.39	1497	i	-11	i	-1.1	933	3	16	14	705	1.4	1.6	2.1	-0.65	-0.28	0.036	0.089	8%
O=C(NCc1ccco1)C1CC2CCC1C2 (stereo not drawn)	0.45	810	i	-13	i	·	·	-4	7	30	765	1.9	1.6	9.1	-0.46	-0.27	0.03	0.77	13%
O=C(COC(=O)CNC(=O)C1CCCCC1)Nc1ccc2ccccc2c1	·	·	i	1	i	·	·	-8	18	8	746	3.1	2.0	6.1	-0.73	-0.23	-0.45	0.47	7%
COc1cccc(OCCCCSc2ncccn2)c1	0.8	1255	i	48	i	-5.7	1284	0	-10	-4	762	1.6	1.8	12	-0.82	-0.21	-0.4	1.6	6%
O=C1NCCNC1(c1c[nH]c2ccccc12)C(F)(F)F (stereo not drawn)	0.06	917	i	-2	i	·	·	-12	-9	·	·	6.4	2.6	8.8	-0.26	-0.31	-0.038	0.87	24%
S=c1nc(-c2cccc(Br)c2)[nH][nH]1	1.2	1149	i	-8	i	-1.8	821	-11	-10	·	·	3.7	1.9	0.2	-0.85	-0.22	-0.33	0.58	-18%
CCOC(=O)C1(Cc2ccc(OC)cc2)CCN(C(=O)Cc2cccnc2)CC1	0.37	1388	i	12	i	0.1	1081	0	10	17	750	3.2	2.9	8.1	-1.5	0.51	-0.55	0.92	8%
O=S(=O)(c1cccc(C(F)(F)F)c1)N1CCC(O)(c2cccnc2)CC1	-0.23	1256	i	27	i	1.7	1154	-16	-6	·	·	5.3	2.7	5.2	-0.23	-0.27	0.34	-0.98	5%
COC1=CCC2([N+](=O)[O-])CN(CC(=O)O)CC1([N+](=O)[O-])C2 (stereo not drawn)	0.34	1345	i	13	i	-2.1	520	-3	-22	10	663	2.8	1.8	5.1	0.85	-0.17	0.22	-1.4	9%
CCOP(=O)(CN(CC)C(=O)c1ccccc1Br)OCC	-0.24	1136	·	·	i	0.8	1281	·	·	-4	746	·	·	·	0.097	-0.23	0.55	-0.13	8%
COC(=O)c1c(C)[nH]c(-c2csc(N)n2)c1C	2.5	1216	i	0	i	-0.1	987	-1	-10	-10	664	13*	23*	15*	-0.2	-0.18	-0.12	0.2	10%
CCCn1c(SCC(=O)N2c3ccccc3Sc3ccccc32)nc2c1c(=O)n(C)c(=O)n2C	-2.4	1356	i	21	i	-1.5	1175	0	-24	-23	739	6.3	3.1	1.2	-0.34	-0.34	0.14	0.22	22%
CCC(c1nnnn1C(C)(C)CC)N(CCCN1CCOCC1)Cc1cc2cccc(C)c2[nH]c1=O (stereo not drawn)	1.8	860	i	-7	i	-1.9	1103	1	5	-15	729	1.4	1.3	7.6	2.5	0.42	1.1	-1.4	-4%
O=[N+]([O-])c1cccc(/C=C/c2nc[nH]c2[N+](=O)[O-])c1	0.07	1276	·	·	i	-1.0	1169	·	·	-34	697	·	·	·	0.25	-0.15	-0.064	-0.76	-3%
Cc1ccc2nc(SC(C)C(=O)N3CCCCC3)[nH]c2c1 (stereo not drawn)	0.12	1317	i	-1	i	-0.7	1110	-21	-1	-10	694	3.9	3.8	10	-0.53	-0.33	0.23	0.11	-27%
FC(F)(F)c1cnc(N/N=C/c2ccncc2)c(Cl)c1	-0.01	886	·	·	i	0.3	1312	·	·	32	748	·	·	·	2.2	-0.61	0.81	-2.1	13%
O=C(N/N=C/c1c[nH]c2ccccc12)c1ccn(Cc2ccc(Cl)cc2Cl)n1	0.09	1264	i	-12	·	-0.6	1345	39	1	·	·	3.4	1.8	6.6	-0.076	-0.084	0.69	-0.49	16%
Cc1noc(C)c1COc1ccc(C(=O)OCC(=O)NC2CCCCC2C)cc1 (stereo not drawn)	0.24	1498	i	4	i	-0.3	1374	-9	6	·	·	2.6	2.1	7.8	-1.3	0.26	-0.35	0.68	24%
O=C(Nc1ccc(-c2nc3ccccc3[nH]2)cc1)c1c(F)c(F)c(F)c(F)c1F	-0.37	1638	i	13	i	-1.0	967	6	13	12	690	1.6	1.0	0.7	0.78	-0.23	0.61	-0.24	2%
Cn1ncc2c(Nc3ccc(-c4ccccc4)cc3)ncnc21	-0.35	1307	i	18	i	13	1121	-1	-6	16	797	2.4	3.6	5.5	0.27	-0.23	0.56	-0.11	-93%
CCc1ccccc1NC(=O)CSC1=C(C#N)C(c2ccc3c(c2)OCO3)C2=C(CCCC2=O)N1 (stereo not drawn)	0.26	859	i	-4	i	4.6	970	12	4	-30	799	2.5	2.0	7.6	0.34	-0.21	-0.02	0.22	1%
CC1CCCN(c2cc3c(cc2[N+](=O)[O-])C(=O)N(c2ccccc2)C3=O)C1 (stereo not drawn)	0.03	1487	i	-2	i	-5.3	557	-3	-10	10	632	1.5	2.5	6.5	-0.036	-0.19	0.032	0.035	6%
O=C(O)CCC(=O)NNC(=O)c1cccs1	0.21	1400	i	19	i	-1.1	1046	-1	-17	10	740	2.8	1.7	2.1	-1.3	-0.31	-0.54	1.6	12%
Cn1c(=O)c2c(SCc3ccccc3)nc(-c3ccco3)nc2n(C)c1=O	0.19	1802	i	-1	i	0.3	1067	-3	1	-7	661	3.1	2.8	2.7	-0.37	-0.18	-0.088	0.23	-6%

Source: PubChem BioAssay (several laboratories)
